Compound activity from PubChem.
BAP1 inh: blocks human BAP1 ubiquitin-AMC hydrolysis; AID 436; recombinant BAP1, Ub-AMC hydrolysis fluorescence kinetic; stronger effect = lower value; hit rate 0.48% among 72,000; activity remaining (% of control), % at 20 µM; Q92560;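 active = activity remaining at or below 50% of control, provided the compound also passes the data quality filters; inactive = the rest, including low values that fail the filters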;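 also: 100% = DMSO wells rate and 0% = substrate alone blank rate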
HePTP inhibitor: human HePTP phosphatase inhibition. P35236. recombinant HePTP phosphatase activity, OD absorbance. inhibition, % at 20 µM. hit rate 0.64% among 110,000; in the data active = inhibition above about 50%;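 also: plate controls were vehicle for no effect and reference inhibitor for full effect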
* = called active by the depositor; x = no result given; & = joins results of further samples.

smiles | BAP1 inh | HePTP inhibitor
CC1(CC2C(CC(N)=O)C2(C)C)OCCO1 (stereo not drawn) | x | 0
CN(C)S(=O)(=O)Nc1ccc2c(c1)OCO2 | 114 | 10
Cc1cc(=O)cc(C)n1-c1ccc2c(c1)nc(C)n2-c1ccccc1 | x | 2
O=C1CC(=O)N(Cc2cccs2)C(=O)N1 | 91 | 9
COc1cc(C(=O)NC2CC3CCCC(C2)N3C2CC2)cc(OC)c1OC (stereo not drawn) | 94 | 2
COc1ccc(Cn2ccnc2)cc1Br | 116 | -1
Cc1nnc2sc(-c3ccccn3)nn12 | 100 | -5
O=C(COc1ccccc1)NC1CCCCCCC1 | x | 1
CC1CCC(C(C)C)C(OC(=O)C[n+]2cccc(C(N)=O)c2)C1 (stereo not drawn) | x | -16
COc1ccc(CCN2C(=O)CC(N3CCN(c4ccc(Cl)cc4)CC3)C2=O)cc1OC (stereo not drawn) | x | 6
CCOc1ccc(CN2CCC(C(=O)N3CCN(c4ccccc4F)CC3)CC2)cc1OC | 93 | 6
O=C(O)CCn1ccnc1-c1ccccc1 | 93 | 3

Copied from the list:
O=C1CC(=O)N(Cc2cccs2)C(=O)N1 in HePTP inhibitor → 9
O=C(O)CCn1ccnc1-c1ccccc1 in BAP1 inh → 93

The list goes on:
smiles | BAP1 inh | HePTP inhibitor
O=C1C(=C(c2ccccc2)c2ccccc2)C(=O)c2ccccc21 | x | -4
O=C(Nc1cccc(-c2nc3cc(Cl)ccc3o2)c1)c1cccc([N+](=O)[O-])c1 | x | 7
O=C1c2ccccc2C(=O)N1CCc1nc2ccccc2c(=O)n1Cc1ccccc1 | x | -11
Cc1ccc(Cl)cc1NC(=O)C(C(C)C)N1C(=O)c2ccccc2C1=O (stereo not drawn) | x | 7
O=C(/C=C/c1ccc(F)cc1)Nc1ccc(F)cc1 | x | 0
O=C1C(=O)N(CCO)C(c2ccc(Br)cc2)/C1=C(\O)c1ccc(Cl)cc1 (stereo not drawn) | x | -5
CC(NC(=O)COC(=O)CCNC(=O)c1ccco1)C12CC3CC(CC(C3)C1)C2 (stereo not drawn) | 97 | 16
c1ccc(-c2nc(-c3cccnc3)no2)cc1 | x | -17
COC(=O)c1ccc(OCC(O)CN2CCOCC2)cc1 (stereo not drawn) | x | 3
O=C(Nc1ccc(-c2nc3ccccc3o2)c(O)c1)c1ccc(-c2ccccc2)cc1 | x | -2
Cc1nc2nc(CSc3nc4ccccc4s3)cc(=O)n2[nH]1 | 114 | 10
CC(=O)c1cccc(NC(=O)COc2nsnc2N2CCOCC2)c1 | 93 | 8
CC(=C(C#N)C#N)c1ccc2c(c1)OCO2 | x | -3
Cc1ccc(CCN2CC(C(=O)NCCCN3CCN(C)CC3)CC2=O)cc1 (stereo not drawn) | 96 | -7
COc1ccc(CCNC(=O)CCn2c(=O)[nH]c3cc(OC)c(OC)cc3c2=O)cc1OC | x | 5
O=C1CCC(C(=O)OCC(=O)C23CC4CC(CC(C4)C2)C3)N1 (stereo not drawn) | 106 | 5
NC1C2CN(c3nc4c(cc3F)c(=O)c(C(=O)O)cn4-c3ccc(F)cc3F)CC12 (stereo not drawn) | x | 1
CCOC(=O)c1cccc(NC(=O)CCS(=O)(=O)c2cccs2)c1 | x | 8
O=C1C(=Cc2ccc(OCc3ccc(F)cc3)c(Br)c2)C(=O)c2ccccc21 | x | -4
CCOC(=O)c1c(NC(=O)CN2CCOCC2)sc2c1CC(C)(C)OC2 | 85 | -5
O=C1CC(c2ccccc2)CC2=C1C(c1ccsc1)Nc1ccccc1N2 (stereo not drawn) | x | -6
COc1cc(C(=O)Nc2ccc3oc(-c4ccc(C)cc4C)nc3c2)cc(OC)c1OC | x | 5
CC(C)CCOc1cccc(C2c3c(oc4ccccc4c3=O)C(=O)N2CCCN2CCOCC2)c1 (stereo not drawn) | 106 | 9
O=C(c1ccc([N+](=O)[O-])cc1)N1CCN(CC2CC=CCC2)CC1 (stereo not drawn) | x | 8
COc1cc(C(=O)OCCN2CCOCC2)ccc1O | 119 | -1
CC1CCN(C(=O)CCc2nc3cc(S(=O)(=O)N(C)C)ccc3n2C)CC1 | 81 | -1
O=C(CSc1cn(CCNC(=O)c2cccs2)c2ccccc12)NCC1CCCO1 (stereo not drawn) | 92 | 2
O=C(COc1ccccc1)NCc1ccco1 | 146 | x
COc1cc(/C=C(\C#N)C(N)=S)ccc1OCc1ccccc1 | x | 2
COc1ccccc1N1CCN(C2CC(=O)N(c3ccc(C(=O)O)cc3)C2=O)CC1 (stereo not drawn) | x | 4
CCN1C(=O)/C(=C\c2ccc(N(C)C)cc2)SC1=S | x | -7
COc1ccc(C2CC(=O)c3cnc(NC(=O)c4cc(OC)cc(OC)c4)nc3C2)cc1 (stereo not drawn) | 80 | -5
O=S(=O)(Cc1ccccc1)NCCOc1ccc(Cl)cc1 | x | -10
COc1ccc(-c2noc(CN(C(=O)c3c(-c4ccccc4Cl)noc3C)C(C)C)n2)cc1 | 123 | -8
O=[N+]([O-])c1ccc(C[n+]2cc(-c3ccc(Cl)c(Cl)c3)n3c2CCC3)cc1 | x | 1
O=C(N/N=C/c1ccccc1O)C1CC(=O)N(c2ccc(Cl)cc2)C1 (stereo not drawn) | x | 9

Entries of single compounds as entered above.
Shown for COc1ccccc1N1CCN(C2CC(=O)N(c3ccc(C(=O)O)cc3)C2=O)CC1 (stereo not drawn) : BAP1 inh: x; HePTP inhibitor: 4
Shown for O=C(CSc1cn(CCNC(=O)c2cccs2)c2ccccc12)NCC1CCCO1 (stereo not drawn) : BAP1 inh: 92; HePTP inhibitor: 2
Shown for COc1ccc(C2CC(=O)c3cnc(NC(=O)c4cc(OC)cc(OC)c4)nc3C2)cc1 (stereo not drawn) : BAP1 inh: 80; HePTP inhibitor: -5

Further structures.
smiles | BAP1 inh | HePTP inhibitor
O=C(NCc1ccncc1)C(=O)Nc1nc(C23CC4CC(CC(C4)C2)C3)cs1 | x | 2
COc1ccc2nc(SCc3ccc(C)cc3)[nH]c2c1 | 72 | x
COCCNC(=O)CN(C)S(=O)(=O)c1ccc(Br)cc1 | 104 | 3
CCOC(=O)N1CCC(NC(=O)C2CCCN(S(=O)(=O)c3cccnc3)C2)CC1 (stereo not drawn) | 97 | 0
O=C(CN1C(=O)COCC1=O)N1CCOCC1 | 96 | 1
O=C(Nc1ccccc1)Nc1nnc(Cc2ccc(F)cc2)s1 | x | 1
CCOC(=O)c1ccc(S(=O)(=O)Nc2cc(C(C)(C)C)no2)cc1 | 87 | 3
CN1CCN(C(=O)c2cnn3c(C(F)(F)F)cc(-c4ccc5c(c4)OCO5)nc23)CC1 | 116 | 10
COc1cc(/C=N/NC(=O)c2cccc(I)c2)ccc1OC(C)=O | x | -1
Cc1nc(N2CCC(C)CC2)c2c(C)c(C(=O)O)sc2n1 | 80 | 1
Cc1cc(C)nc(SCc2nnc(SCC(=O)NCc3ccco3)n2-c2ccccc2)n1 | 122 | 13
CCOC(=O)Cc1csc(NC(=O)C(C)(C)C)n1 | 52 | -9

The closing two compounds of the part before open the next one.
smiles | BAP1 inh | HePTP inhibitor
Cc1cc(C)nc(SCc2nnc(SCC(=O)NCc3ccco3)n2-c2ccccc2)n1 | 122 | 13
CCOC(=O)Cc1csc(NC(=O)C(C)(C)C)n1 | 52 | -9
CCn1c(=O)cc(OCC(=O)N2CCCCCC2)c2ccccc21 | 98 | -5
COC(=O)CCC(=O)NCc1ccccc1 | x | -19
NC(=O)c1ccc(-n2nnnc2SCc2ccc(F)cc2)cc1 | 99 | 1
CCn1c(-c2ccc(C(C)(C)C)cc2)n[nH]c1=S | 97 | 8&-14
O=C(Nc1c(C(=O)N2CCC(Cc3ccccc3)CC2)cnn1-c1ccccc1)c1ccccc1F | x | -6
COC(=O)CNc1nc(C2CC2)nc2c1nnn2Cc1ccccc1Cl | 100 | 5
O=C(CNC(=O)c1ccco1)OCN1C(=O)c2ccccc2C1=O | 95 | 1
COC(=O)c1ccccc1NC(=O)CN(c1cccc(C(F)(F)F)c1)S(C)(=O)=O | x | 9
CSc1ccccc1NC(=O)c1ccoc1C | 56 | 3
Cc1ccc(CCNC(=O)C2CCCN(S(=O)(=O)c3c(C)noc3C)C2)cc1 (stereo not drawn) | 98 | -6
CCCc1cc(=O)n2[nH]c(C)cc2n1 | 99 | -3
COc1cccc2cc(C(=O)OC3CCN(C)CC3)c(=O)oc12 | 94 | 6
C=CCC(NCc1ccccc1)c1ccncc1 (stereo not drawn) | x | 3
CCOc1ccccc1C(=O)Nc1ccc(C(=O)OCC(C)C)cc1 | x | -15
Clc1ccccc1OCc1nc(-c2ccncc2)no1 | 82 | -7
COc1cc(/C=C2\C(=O)NC(=O)N(c3ccc(Cl)cc3)C2=O)ccc1OCC(=O)O | x | -3
COc1cccc(NC(=O)Cc2c(O)c3ccccc3[nH]c2=O)c1 | 105 | -10
Cc1cc(C)c(/C(O)=C2/C(=O)C(=O)N(c3ccccn3)C2c2cccnc2)c(C)c1 (stereo not drawn) | x | -4
COc1cc(/C=C2/C(=O)NN(c3ccc(C)c(C)c3)C2=O)ccc1O | x | 13
O=C(Cn1c(=S)nc2ccccn21)N1CCc2ccccc2C1 | 56 | 6
CCCCOc1ccc(NC(=O)CCSc2nccn2C)cc1 | x | -2
COc1ccc2ccccc2c1C=Nc1ccc(S(N)(=O)=O)cc1 | x | -16
C1=C(C(c2nnnn2C2CCCCC2)N2CCCCC2)COc2ccccc21 (stereo not drawn) | 98 | -2
CC(C)(C)c1cc(/C=C(\C#N)C(N)=S)cc(C(C)(C)C)c1O | 84 | x

Next part:
Every second line gives: BAP1 inh	HePTP inhibitor
Cc1ccc(/C(O)=C2/C(=O)C(=O)N(CCCn3ccnc3)C2c2ccc([N+](=O)[O-])cc2)cc1 (stereo not drawn)
→ x	4
O=C(c1ccco1)c1cn(CC(=O)N2CCCc3ccccc32)c2ccccc12
→ 80	-2
Cc1ccc(C(=O)Nc2nnc(-c3cccs3)s2)cc1C
→ x	2
CN1C(=O)/C(=C2\SC(=S)N(Cc3ccco3)C2=O)c2ccccc21
→ x	-23
O=S(=O)(Cc1ccccc1)N1CCc2ccccc2C1
→ x	0
Cc1ccc(C(=O)O)cc1N1C(=O)c2ccc([N+](=O)[O-])cc2C1=O
→ 73	x
Cc1ccc2[nH]c(=O)c(C(c3nnnn3CCc3ccccc3)N3CCOCC3)cc2c1 (stereo not drawn)
→ 46*	6
Cc1cc(C)nc(NS(=O)(=O)c2ccc(NC(=O)CSc3ncn[nH]3)cc2)n1
→ x	-14
Cc1ccc(CNC(=O)c2cc3ccccc3oc2=O)cc1
→ 183	x
COc1ccc(CCNS(=O)(=O)c2ccc(Cl)cc2)cc1OC
→ x	4

Among those listed so far, 3 contain a cyano group:
Every second line gives: BAP1 inh	HePTP inhibitor
CC(=C(C#N)C#N)c1ccc2c(c1)OCO2
→ x	-3
COc1cc(/C=C(\C#N)C(N)=S)ccc1OCc1ccccc1
→ x	2
CC(C)(C)c1cc(/C=C(\C#N)C(N)=S)cc(C(C)(C)C)c1O
→ 84	x

Going on with the list:
Every second line gives: BAP1 inh	HePTP inhibitor
COC(=O)CC(=O)CSc1nc2c(cc1C#N)CCCCC2
→ 410	6
O=C(COc1ccccc1)N1CCN(C(=O)c2ccccc2F)CC1
→ x	-11
O=C(CSc1nnc(CNC(=O)c2ccco2)o1)NC1CCCC1
→ 88	6
CCN(CC)C(=O)CSc1nnc(-c2cccs2)n1Cc1ccco1
→ 116	4
Cc1nc(N2CCN(c3ccccc3)CC2)[nH]c(=O)c1Cc1cccc2ccccc12
→ 60	4
O=C(COc1ccc(S(=O)(=O)NC2CCCCC2)cc1Cl)NCc1cccnc1
→ 91	8
Cc1ccccc1C(=O)N=Nc1c(O)n(CN(C)C)c2ccccc12
→ x	-13
FC(F)(F)c1ccc(/C=N/N2CCN(Cc3cccc4ccccc34)CC2)cc1
→ x	14
Cc1ccc2c(c1)c1c3n2CCN(CC(O)CNCN2CCCCCC2)C3CCC1 (stereo not drawn)
→ x	6
Cc1cccc(C(=O)NCCc2nc3ccccc3[nH]2)c1
→ x	-10
CCOc1ccccc1NC(=O)c1c(NC(=O)c2cccc(F)c2)sc2c1CCCCC2
→ x	9
Cc1ccc(S(=O)(=O)N2CCN(Cc3cc(C(C)C)ccc3O)CC2)cc1
→ 54	5
Fc1ccccc1N1CCN(C(c2ccncc2)c2nnnn2C2CCCC2)CC1 (stereo not drawn)
→ 97	-3
Cc1ccnc(SCC(=O)N2CCC(C(N)=O)CC2)n1
→ 102	4
O=S(=O)(Cc1ccccc1)CC(O)COc1ccccc1 (stereo not drawn)
→ x	5
FC(F)(F)c1cccc(CN2CCCCCC2)c1
→ 95	5
COc1ccccc1NC(=O)C1=C(C)NC(=S)NC1c1ccccc1Cl (stereo not drawn)
→ x	5
CCCN=C(C)C1=C(O)C(C(=O)OC)C(C)(C)CC1=O (stereo not drawn)
→ x	0
Cc1ccccc1-n1ncc2c(SCC(=O)NCc3cccs3)ncnc21
→ 101	6
CCOC(=O)Nc1ccc(OC)cc1S(=O)(=O)N1CCCCC1
→ 112	2
CCOc1cc(C)c(C(C)C)cc1S(=O)(=O)NCc1ccccn1
→ 104	5
CCn1c(SCC(=O)Nc2ccc(C(=O)OC)cc2)nnc1-c1cccs1
→ 103	5
Cc1ccccc1/C=N/N1CCN(Cc2cccc3ccccc23)CC1
→ x	-3
CC1(C)Cc2c(sc(/N=C/N3CCCCCC3)c2C#N)C(C)(C)N1
→ x	6
O=C(NCC1CCCO1)C(C(=O)c1ccccc1)n1cc(Cl)ccc1=O (stereo not drawn)
→ 102	2
O=C(/C=C/c1ccccc1[N+](=O)[O-])c1ccc(F)cc1
→ x	-8
Fc1ccc(NC(=S)N2CCN(c3cccc(C(F)(F)F)c3)CC2)cc1
→ x	-4
CCCCOc1ccc(C(=O)O/N=C2/C(=O)N(C)c3ccccc32)cc1
→ x	6
CC(C)c1ccc(N2CC(C(=O)Nc3nccs3)CC2=O)cc1 (stereo not drawn)
→ 73	6
COc1ccccc1NC(=O)N(Cc1ccc2c(c1)OCO2)Cc1nc2ccccc2c(=O)[nH]1
→ 80	2
COCCCNc1ccc2c3c(nc(=O)n2C)-c2ccccc2C(=O)c13
→ x	-10
Cc1cc(C(=O)N2CCN(c3cccc(Cl)c3)CC2)ccc1[N+](=O)[O-]
→ x	-5
O=C(CN1CCCCCC1)Nc1ccc(F)c(F)c1F
→ 81	2
